USP2a block: inhibitors of human ubiquitin-specific protease USP2a; USP2 core, Ub-CHOP2 coupled fluorogenic reporter, 485/531; Potency, µM (doses to about 38.3 µM), for inactives: at the top dose activity change, negative = inhibition, hits mostly inhibitors; 330,000 tested, 0.01% active; O75604;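 further: potency means the concentration at half of the fitted maximal effect; plate controls were DMSO wells for no effect and full inhibition by NEM control for full effect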
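Cell-free coupled assay: 10nM USP2 core preincubated 30min RT with compound in Tris-HCl pH 8.0/CaCl2/CHAPS buffer, then 25nM Ub-CHOP2 and 25nM reporter substrate; fluorescence (Ex 485/Em 531) read after 60min RT, normalized to NEM inhibition, concentration-response curves fitted.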
Tb PFK inh: T. brucei PFK enzyme inhibition; O15648; T. brucei PFK, ADP-Glo luminescence; Potency, µM (highest dose often 57.5 µM), inactives show at the highest dose activity, negative = inhibition, most hits filed as inhibitors; 330,000 tested, 0.17% active;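 further: potency means the concentration at half of the fitted maximal effect; 0% = uninhibited 1x PFK enzyme wells and -100% = no-enzyme wells; nearly all actives have a fitted effect of over 60% in size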
Target sequence (O15648 whole entry, looked up): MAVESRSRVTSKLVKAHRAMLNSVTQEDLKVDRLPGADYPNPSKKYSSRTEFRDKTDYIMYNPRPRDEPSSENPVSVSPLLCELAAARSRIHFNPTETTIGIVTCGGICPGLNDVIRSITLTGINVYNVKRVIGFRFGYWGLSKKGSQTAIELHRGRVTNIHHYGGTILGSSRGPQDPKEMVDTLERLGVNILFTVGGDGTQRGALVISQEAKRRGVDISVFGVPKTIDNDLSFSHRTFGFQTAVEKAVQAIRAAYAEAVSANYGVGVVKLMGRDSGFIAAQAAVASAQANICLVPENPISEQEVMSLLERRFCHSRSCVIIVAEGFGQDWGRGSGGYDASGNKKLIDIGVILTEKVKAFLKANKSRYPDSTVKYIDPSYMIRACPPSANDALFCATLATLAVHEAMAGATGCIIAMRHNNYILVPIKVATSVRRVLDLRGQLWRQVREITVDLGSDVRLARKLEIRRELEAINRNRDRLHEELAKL
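Luminescent ADP detection (ADP-Glo, two-step: ATP depletion then ADP-to-ATP conversion for luciferase) reported PFK activity after 45 min room-temperature reaction of 1.25 nM enzyme with 0.5 mM F6P and 0.1 mM ATP at pH 8.0.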
uPA generation: inhibitors of cell surface uPA generation | AID 540303 | Potency, µM (highest dose often 38.3 µM), for inactives: at the top dose activity change, negative = inhibition, usual class: inhibitors | cell surface uPA generation assay, qHTS | 330,000 tested, 0.31% active; active means well fitted inhibition curve with a large enough effect; inconclusive means small, poorly fitted or top-dose-only effect; inactive means no such curve, though single readings can be large or run the other way; tested in mouse RAW 264.7 cells; further: potency means the concentration at half of the fitted maximal effect; on the % scale 0 is the no-effect control and ±100 the full control effect; nearly all actives have a fitted effect of over 55% in size
TSHR antagonist: antagonists of human thyroid stimulating hormone receptor | P16473 | TSHR-expressing cells, TSH-stimulated cAMP HTRF, 2 h; stronger effect = lower value | activity change, negative = inhibition, % at 11.5 µM | 330,000 tested, 0.2% active;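 active means activity change below a set negative limit, meaning inhibition stronger than a set level, cut at about -70% in these data; inconclusive means activity change between two set negative limits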; further: on the % scale 0 is the no-effect control and ±100 the full control effect
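Antagonism was scored as loss of TSH-driven cAMP in TSHR cells, stimulated with 4nM TSH (EC80) for 2 hours at 37 deg C and detected by homogeneous HTRF competition immunoassay.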
Mito fusion act: blocks mitochondrial division or promotes mitochondrial fusion. AID 485298. 320,000 tested, 0.23% active. Potency, µM (titrated, usually from 46.1 µM), for inactives: at the highest dose growth rescue (activation), most hits filed as activators. S. cerevisiae fusion-defective mutant growth rescue, CellTiterGlo 48 h;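 further: potency means the concentration at half of the fitted maximal effect; % of control where 0% means no effect; nearly all actives have a fitted effect of over 45% in size; temperature-sensitive fusion mutants such as fzo1-1 at 37 °C on non-fermentable ethanol glycerol medium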
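S. cerevisiae fusion-defective temperature-sensitive mutants (e.g. fzo1-1, mgm1-5) grown 48 h at 37C in YPEG (ethanol/glycerol non-fermentable) medium with 23 nl compound per well; growth rescue read as CellTiterGlo luminescence.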
BCR signal inh: inhibitors of chronic active B-cell receptor signaling; ABC-DLBCL IkBa-CBG/CBR reporter, luminescence ratio, 4 h; Potency, µM (highest dose often 46.1 µM), without a hit: top-dose ratio change, negative = lower green/red ratio, actives largely listed as inhibitors; 340,000 tested, 0.05% active; active means well fitted inhibition curve with a large enough effect in the signal ratio, with a control signal flat, not every such curve was filed as active; inconclusive means small, poorly fitted or top-dose-only effect, or effect the other way, or a change in a side signal; the % refers to the signal ratio;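 further: potency means the concentration at half of the fitted maximal effect; plate controls were basal doxycycline-induced cells for no effect and cells given 10 µM MG132 for full effect; MG132 reads +100%, hits lower the ratio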
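Compounds up to 46 uM were incubated four hours with TMD8 cells whose green CBG68 luciferase is fused to IkappaBalpha; red CBR luminescence normalised the signal, and concentration-effect curves were fitted to fusion, red and ratio data.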
TCR activator: activators of T cell receptors; primary human leukocytes, anti-CD3, IL-2 HTRF, 48 h; Potency, µM (titrated, usually from 9.22 µM), inactives show at the top dose activation of IL-2 secretion, actives largely listed as activators; 330,000 tested, under 10 active; AID 504894; further: % of control where 0% means no effect
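TCR engagement came from a-CD3 beads alone, with compounds added to primary human leukocytes for 48 hr. Secreted IL-2 bridged europium cryptate- and d2-labelled anti-IL-2 antibodies, giving FRET emission at 665nm after 320nm excitation.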
B2AR arrestin: beta2AR (human) beta-arrestin recruitment activity; P07550; beta-arrestin recruitment to beta2AR, cell-based reporter; Potency, µM (top dose mostly 46.1 µM), for inactives: at the highest dose activation, most hits filed as activators; 330,000 tested, 0.02% active;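 further: potency means the concentration at half of the fitted maximal effect; 0% = DMSO controls and full agonism = EC100 isoproterenol or metaproterenol; nearly all actives have a fitted effect of over 65% in size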
Target sequence (P07550 whole entry, looked up): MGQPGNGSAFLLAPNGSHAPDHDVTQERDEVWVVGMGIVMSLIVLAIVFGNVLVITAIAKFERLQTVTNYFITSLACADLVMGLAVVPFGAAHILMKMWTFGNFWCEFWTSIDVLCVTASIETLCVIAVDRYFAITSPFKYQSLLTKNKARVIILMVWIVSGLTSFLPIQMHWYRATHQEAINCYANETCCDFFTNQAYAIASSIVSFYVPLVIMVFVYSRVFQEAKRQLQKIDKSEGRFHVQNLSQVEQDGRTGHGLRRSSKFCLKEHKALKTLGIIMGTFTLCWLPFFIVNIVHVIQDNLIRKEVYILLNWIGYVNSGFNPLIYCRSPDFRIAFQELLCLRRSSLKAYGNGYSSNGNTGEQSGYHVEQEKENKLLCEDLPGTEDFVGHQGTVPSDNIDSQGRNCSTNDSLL
PTAP TSG101 blk: blocks PTAP/TSG101 interaction to inhibit HIV-1 budding | Potency, µM (titrated, usually from 115 µM), for the others: at the top dose activity change, negative = inhibition, actives largely listed as inhibitors | Fluorescence polarization, FITC-PTAP peptide / Tsg101 binding | Q99816 | 340,000 tested, under 10 active; active means well fitted inhibition curve with a large enough effect in the main read-out, with a control signal flat, not every such curve was filed as active; inconclusive means small, poorly fitted or top-dose-only effect, or effect the other way, or a change in a side signal; inactive means no such curve, though single readings can be large or run the other way; further: potency means the concentration at half of the fitted maximal effect; % of control where 0% means no effect
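Compounds were pin-transferred onto Tsg101 binding domain (10 uM final) in HEPES pH 7.5 buffer, then FITC-PTAP peptide was added at 50 nM final. After 20 min at RT, polarization reported peptide displacement across a qHTS concentration series.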
Eya2 inh: inhibitors of human Eya2 phosphatase activity; Potency, µM (titrated, usually from 76.9 µM), inactives show at the highest dose activity, negative = inhibition, hits mostly inhibitors; recombinant Eya2, OMFP fluorescence dephosphorylation (OMFP is methylfluorescein phosphate); O00167; 330,000 tested, 0.006% active; further: potency means the concentration at half of the fitted maximal effect; on the % scale 0 is the no-effect control and ±100 the full control effect
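Eya2 protein (added as 0.2 uM solution) was preincubated with compound for 10 min at ambient temperature in 50 mM HEPES pH 7.5, 50 mM NaCl, 5 uM MgCl2, 0.05% BSA, 1 mM DTT. OMFP (added at 50 uM) then reacted 10 min; fluorescence read at 485/525 nm.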
ELG1 repair inh: blocks ELG1-dependent DNA repair in HEK293T cells | HEK293T ELG1-luciferase reporter, luminescence, 16 h; DNA damage induced by 5-fluorouridine | Potency, µM (titrated, usually from 46.1 µM), inactives show at the highest dose activity change, negative = inhibition, actives largely listed as inhibitors | 330,000 tested, 2.3% active; further: potency means the concentration at half of the fitted maximal effect; on the % scale 0 is the no-effect control and ±100 the full control effect; nearly all actives have a fitted effect of over 55% in size
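Quantitative HTS, concentration-response format. 2,000 cells/well co-treated with 5-fluorouridine and compound, 16 hr in 5% CO2 at 37 °C; ONE-Glo luminescence read after 30 min.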
The depositor's hits bear a star; ? = inconclusive; . = not tested or not shown; [ ] = dose if it differs, or a comment. Unless noted, the call rests on the fitted dose curve; in most records, active means well fitted curve in the direction sought with a large enough effect; inconclusive means small, poorly fitted or top-dose-only effect, or another doubt; inactive means no such curve, though single readings can be large; an effect the other way counts as inactive or inconclusive.

SMILES,USP2a block,Tb PFK inh,uPA generation,TSHR antagonist,Mito fusion act,BCR signal inh,TCR activator,B2AR arrestin,PTAP TSG101 blk,Eya2 inh,ELG1 repair inh
O=C(Nc1nc(-c2ccccn2)cs1)c1ccc2c(c1)OCCO2,-2.1%,10.0%,2.51µM*,-14.6,0.5%,?,5.7%,4.2%,-1.9%,-8.6%,?
N#CCCn1c(SCC(=O)NCC2CCCO2)nc2ccccc21 (configuration not stated),3.2%,-1.5%,1.0%,-6.8,-0.5%,5.8%,1.6%,-0.2%,-3.4%,11.6%,17.0%
CCC(=O)N(Cc1ccccc1)c1ccccn1,1.1%,2.4%,2.6%,4.0,-1.9%,-6.7%,-36.3%,-0.2%,-4.8%,-23.2%,-4.6%
COc1ccc(NC(=O)c2cc(S(=O)(=O)N3CCOCC3)ccc2N2CCOCC2)cc1,1.8%,0.1%,0.7%,-4.7,2.1%,-0.2%,3.3%,-0.4%,-4.1%,-7.0%,0.1%
CCCN1Cc2cccc(C(=O)Nc3ccc(CC)cc3)c2C1=O,-0.9%,2.0%,-2.2%,3.6,2.0%,6.4%,-11.9%,0.4%,0.0%,-8.7%,?
NC1=NC(c2ccc(F)cc2)n2c(nc3ccccc32)N1 (configuration not stated),-1.7%,1.1%,-1.3%,-2.5,2.0%,?,-3.7%,-0.8%,-5.5%,-5.7%,10.7%
Cc1cc(C)n2nc(C(=O)N/N=C/c3ccco3)nc2n1,-0.8%,0.9%,0.3%,-0.1,1.9%,?,3.2%,-0.2%,-3.5%,-4.6%,-11.5%
O=C(CSc1ccc(Cl)cc1)N1CCN(c2ccc(Cl)cc2[N+](=O)[O-])CC1,3.5%,-2.3%,-1.6%,-34.4,5.0%,8.7%,-0.4%,-0.4%,2.3%,-2.0%,-25.9%
CCN(CC)c1ccc(C(=O)N/N=C/c2ccc(OC)cc2OC)cc1,-1.9%,1.7%,-0.2%,-2.8,3.7%,-4.1%,0.7%,0.1%,-4.1%,8.1%,-12.4%
COc1ccc(S(=O)(=O)NNC(=O)Nc2ccc(C)cc2C)c(OC)c1,0.2%,-5.8%,-0.4%,-4.5,3.0%,1.3%,-0.8%,0.1%,-0.7%,0.2%,-0.6%
CCOc1ccccc1C1C(C(=O)Nc2ccccc2OC)=C(C)Nc2nnnn21 (configuration not stated),1.8%,-2.5%,-1.2%,-9.1,0.3%,?,1.1%,0.4%,0.1%,16.2%,-1.8%
COCCNC(=O)CCCn1c(=O)c2cc(OC)c(OC)cc2n(CC(=O)Nc2ccc(F)cc2)c1=O,1.9%,0.0%,8.4%,2.6,1.3%,?,-21.2%,0.1%,-2.1%,12.3%,1.8%
O=C(CN1CCN(Cc2ccccc2)CC1)N1N=CCC1c1ccccc1 (configuration not stated),0.4%,3.7%,0.2%,16.4,16.5%,5.9%,-3.0%,-0.2%,-8.2%,2.8%,-6.2%
CC1CCc2c(sc3ncnc(NCCCOC(C)C)c23)C1 (configuration not stated),5.6%,-3.1%,2.5%,-11.8,1.2%,-0.5%,5.3%,0.0%,-3.1%,-9.7%,-13.6%
COC(=O)CN1C(=O)C(C)(C)Oc2ccc(C(=O)NC3CC3)cc21,3.3%,-8.6%,.,2.1,-0.6%,13.6%,-3.2%,-1.0%,-7.1%,14.5%,2.6%
O=C(CCNC(=O)c1ccc(Br)cc1)NNC(=O)c1ccccc1,-1.3%,-6.5%,-2.2%,-2.5,.,-3.0%,-4.1%[46.1 µM],-0.9%,0.4%,2.3%,20.9%
CCN(CC)S(=O)(=O)c1ccc(NC(=O)c2cc(-c3ccccc3)nc3ccccc23)cc1,3.4%,8.7%,-7.0%,-16.4,-2.6%,-3.5%,-0.7%[46.1 µM],-0.6%,-0.3%,2.9%,?
CCSc1nnc(NC(=O)CCNC(=O)c2ccccc2Cl)s1,6.4%,1.2%,2.1%,.,.,-0.4%,7.5%,-0.3%,0.1%,12.3%,-5.2%
Cc1cccc(NC(=O)CSc2nnc(-c3ccccc3)n2N)c1,-2.4%,2.6%,0.5%,29.3,-5.0%,5.7%,-4.9%,-0.8%,-4.1%,29.8%,-22.9%
O=C(N/N=C/c1ccc(OC(=O)c2ccc3c(c2)OCO3)cc1)c1cncc(Br)c1,-4.9%,1.4%,0.8%,5.4,-2.1%,-0.9%,-1.6%[46.1 µM],-0.6%,0.5%,-10.3%,20.0%

Look-ups from the list.
ELG1 repair inh, COc1ccc(S(=O)(=O)NNC(=O)Nc2ccc(C)cc2C)c(OC)c1 is entered as -0.6%
Tb PFK inh, COc1ccc(NC(=O)c2cc(S(=O)(=O)N3CCOCC3)ccc2N2CCOCC2)cc1 is entered as 0.1%

More compounds:
SMILES,USP2a block,Tb PFK inh,uPA generation,TSHR antagonist,Mito fusion act,BCR signal inh,TCR activator,B2AR arrestin,PTAP TSG101 blk,Eya2 inh,ELG1 repair inh
COc1ccc(C(=O)N(CCc2ccccc2)Cc2ccccc2)c(OC)n1,-1.2%,-2.2%,1.3%,-5.2,-4.0%,0.3%,3.8%,0.5%,-3.8%,?,?
CNC(=O)CSc1nnc(-c2ccco2)n1-c1cccc(C)c1,0.9%,-1.6%,-8.3%,4.5,3.1%,-1.7%,7.4%,-0.2%,-3.2%,4.8%,?
CCn1c(NCc2ccccn2)nc2ccccc21,0.2%,-5.7%,2.3%,5.7,-16.4%,-8.5%,-4.0%[46.1 µM],0.1%,-3.1%,-0.8%,?
COc1cc2c(=O)n(Cc3ccco3)c(=O)n(CC(=O)c3ccc(Br)cc3)c2cc1OC,-1.5%,0.6%,-3.9%,-9.7,3.0%,1.0%,-2.4%,0.2%,-0.4%,-1.5%,?
CNC(=O)N(O)C1N(C)C(=O)N(CC(=O)OC)C1(C)C (configuration not stated),-1.6%,-4.5%,1.1%,12.5,1.0%,-14.0%,2.1%,-0.2%,-1.5%,13.7%,-3.8%
COc1ccc(N=C2NC(=O)CS2)c([N+](=O)[O-])c1,4.1%,3.6%,5.9%,5.8,2.6%,-0.9%,-0.2%,-0.8%,-0.6%,-1.8%,10.9%
O=C(NCCc1csc(-c2cccc(F)c2)n1)c1ccco1,1.3%,-7.0%,-12.9%,-16.1,?,-2.5%,-3.5%,-0.9%,-1.3%,-0.1%,-0.1%
COc1cc(OCC(N)=O)cc(OC)c1OC,2.8%,-4.0%,1.2%,8.6,-6.9%,3.8%,-0.4%[46.1 µM],-2.2%,0.9%,1.8%,-8.1%
Cn1c(NCc2ccccc2O)nc2ccccc21,-2.3%,-17.0%,3.1%,8.9,-0.8%,1.1%,0.7%,-0.1%,-0.5%,0.7%,?
CCOC(=O)c1[nH]c(C(=O)O)c(CCN(CC)CC)c1C,0.2%,0.3%,6.7%,-13.4,1.5%,-19.5%,9.4%,-0.4%,-3.0%,3.9%,?
Cc1cc(NC(=O)CSc2nc3sc(C)c(C)c3c(=O)n2C2CCCC2)no1,3.0%,4.7%,-1.9%,14.0,0.0%,6.0%,-0.5%,-0.1%,-1.8%,10.7%,?
COc1ccc(CC(=O)NNc2ncnc3c2cnn3Cc2ccccc2)cc1OC,-0.6%,-1.2%,1.2%,5.8,6.8%,2.4%,-0.7%,-0.1%,-1.7%,9.8%,-21.8%
COCCn1nnnc1C(CC(C)C)N1CCN(c2ccccc2)CC1 (configuration not stated),-0.9%,-4.7%,1.6%,-14.9,2.6%,10.2%,-30.3%[inhibitor][46.1 µM],-0.6%,-2.8%,1.9%,-0.1%
CC1Cc2ccccc2N1CC(=O)NCc1ccccc1Cl (configuration not stated),-0.2%,-7.8%,3.9%,4.8,16.8%,-1.9%,0.4%[46.1 µM],-1.0%,-0.3%,-4.6%,0.9%
